RBBP9 inh = blocks human serine hydrolase RBBP9. 0.2% of 220,000 active. recombinant RBBP9, FP-Rh probe fluorescence polarization. inhibition, % at 7.94 µM. AID 1515. O75884;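 active = inhibition above the campaign mean of all tested compounds plus 3 SD, cut at about 14% in these data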;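 also: plate controls were DMSO wells with RBBP9 for no effect and wells lacking RBBP9 protein for full effect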
Target sequence (O75884 whole entry, looked up): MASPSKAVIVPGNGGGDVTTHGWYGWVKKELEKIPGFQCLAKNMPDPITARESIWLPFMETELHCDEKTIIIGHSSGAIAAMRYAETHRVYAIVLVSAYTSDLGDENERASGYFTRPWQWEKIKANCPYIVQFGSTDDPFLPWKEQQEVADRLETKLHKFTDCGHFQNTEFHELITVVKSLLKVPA
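Measured by: FP readout at 525/598 nm; material: recombinant human RBBP9; also added: Serine-hydrolase probe FP-Rh, 375 nM pre-mixing; medium: Tris buffer pH 8.0, NaCl, Pluronic; replication: one well per compound; doses: one concentration, 7.94 µM nominal, 0.794% DMSO; timing: preincubation 30 min plus labeling 45 min at 25 °C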
NPY Y1 blocker = NPY-Y1 (human) receptor antagonism. HEK293-CNG Y1 cells, membrane potential fluorescence; NPY at EC95, then isoproterenol. AID 1040. P25929. inhibition, % at 3.6 µM. 1% of 200,000 active;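 active = inhibition above the campaign mean inhibition of all tested compounds plus 3 SD, cut at about 20% in these data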;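 also: 0% = DMSO wells given NPY plus isoproterenol and 100% = isoproterenol alone without NPY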
Target sequence (P25929 whole entry, looked up): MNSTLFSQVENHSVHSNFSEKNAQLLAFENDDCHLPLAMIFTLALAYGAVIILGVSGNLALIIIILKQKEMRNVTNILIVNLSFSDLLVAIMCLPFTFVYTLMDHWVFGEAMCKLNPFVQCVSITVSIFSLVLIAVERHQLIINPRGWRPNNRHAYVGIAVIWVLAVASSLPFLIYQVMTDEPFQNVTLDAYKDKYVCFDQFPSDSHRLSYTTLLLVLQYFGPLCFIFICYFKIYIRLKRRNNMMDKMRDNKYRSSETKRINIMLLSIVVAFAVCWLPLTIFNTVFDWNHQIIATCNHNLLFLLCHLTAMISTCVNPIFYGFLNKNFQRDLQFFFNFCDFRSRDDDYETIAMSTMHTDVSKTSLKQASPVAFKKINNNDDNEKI
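Material: HEK293 Y1/CNG channel cell line | Also added: NPY (25 nM), isoproterenol (1 µM), Ro 20-1724 (25 µM) | Compound: One concentration, 3.6 µM, in 0.4% DMSO | Schedule: 3 h dye uptake, 1 h room-temperature compound, 45 min post-isoproterenol | Signal: Membrane-potential fluorescent dye readout | Read-out: % inhibition of NPY effect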
S1P4 ag = activates the human S1P4 receptor; O95977; S1P4-expressing cell line, agonist reporter assay; activation, % at 4.98 µM; 0.35% of 220,000 active; AID 1509; in the data active = activation above about 11%;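 also: 0% = DMSO vehicle and 100% = reference agonist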
Target sequence (O95977 whole entry, looked up): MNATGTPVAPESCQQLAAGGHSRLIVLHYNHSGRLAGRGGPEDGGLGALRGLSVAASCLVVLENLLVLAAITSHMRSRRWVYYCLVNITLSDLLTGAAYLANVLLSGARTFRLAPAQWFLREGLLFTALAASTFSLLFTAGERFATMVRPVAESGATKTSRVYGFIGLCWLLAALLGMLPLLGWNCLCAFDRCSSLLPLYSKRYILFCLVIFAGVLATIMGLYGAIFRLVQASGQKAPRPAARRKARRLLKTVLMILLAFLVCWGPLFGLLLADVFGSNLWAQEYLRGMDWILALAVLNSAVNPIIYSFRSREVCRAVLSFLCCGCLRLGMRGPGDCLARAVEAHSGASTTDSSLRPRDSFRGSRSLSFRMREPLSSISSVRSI
Runt-CBFb FRET = inhibitors of human RUNX1 Runt domain binding to CBFb; 0.46% of 220,000 active; Q01196+Q13951; Cerulean-Runt/Venus-CBFb FRET ratio 530/480, 1 h; inhibition, % at 20 µM; AID 1496;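 active = inhibition over about 50% at 20 µM in the single-dose screen, limit read from the data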;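 also: 0% = DMSO wells and 100% = excess unlabeled CBFb competitor control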
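Buffer or medium: Tris pH 7.5 buffer with BSA. Assay system: Cerulean-labeled Runt domain protein. Amount: each fluorescent fusion protein 100 nM. Read-out basis: loss of energy transfer signal. Incubation: 1 h compound exposure, room temperature. Probe or stimulus: Venus-CBFb binding partner, 100 nM. Detection: FRET, excitation 422 nm, emission at 530 and 480 nm.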
S1P4 antagonist = blocks the human S1P4 receptor; 0.26% of 220,000 active; S1P4-expressing cells, antagonist mode, reporter read-out; O95977; inhibition, % at 4.98 µM; in the data active = inhibition above about 29%;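 also: 0% = wells stimulated with agonist and 100% = vehicle wells without agonist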
BaF3 tox = reduces parental Ba/F3 cell viability, JAK2V617F counter-screen; CellTiter-Glo ATP luminescence; inhibition, % at 5.6 µM; 1.1% of 220,000 active; AID 1486;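 active = inhibition above a per-campaign cutoff, the mean inhibition of all tested compounds plus 3 SD, cut at about 27% in these data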;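 also: 0% = DMSO wells and 100% = JAK Inhibitor I control wells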
Ba/F3 V617F tox = lowers viability of Ba/F3 cells expressing EpoR and JAK2V617F. ATP luminescence. inhibition, % at 5.6 µM. 1.1% of 220,000 active. AID 1446;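 active = inhibition above the campaign mean plus 3 SD over all tested compounds, cut at about 24% in these data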;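 also: cytokine-independent growth of Ba/F3 cells driven by EpoR plus mutant JAK2; 0% = DMSO-treated cells and 100% = JAK inhibitor I control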
NPY-Y1 PAM-ag = potentiates or activates human NPY-Y1 receptor | P25929 | NPY-Y1 expressing cells, potentiator/agonist activation | activation, % at 3.6 µM | 0.37% of 220,000 active | AID 1304; in the data active = activation above about 33%, passing the limit was not always enough;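 also: cells stimulated with NPY at EC10 then isoproterenol at EC100; 0% = low agonist plus stimulus and 100% = saturating agonist plus stimulus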
NPY2 pot ag = human NPY-Y2 potentiation or agonism, primary screen; cells expressing NPY-Y2, potentiator/agonist read-out; 0.45% of 220,000 active; activation, % at 3.6 µM; AID 1359; P49146; in the data active = activation above about 27%;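 also: cells stimulated with NPY near EC25 plus isoproterenol at EC100; 0% = vehicle plus submaximal agonist and 100% = vehicle plus saturating agonist; some results beyond the cut were filed as inactive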
Active calls of the source: *; / = no result given.

SMILES	RBBP9 inh	NPY Y1 blocker	S1P4 ag	Runt-CBFb FRET	S1P4 antagonist	BaF3 tox	Ba/F3 V617F tox	NPY-Y1 PAM-ag	NPY2 pot ag
CCCc1nc(SCC(=O)Nc2ccc(N3CCOCC3)cc2)c2ccccc2n1	7	3	0.5	0	3	6	3	-26	-13
NC(=O)Cn1c(-c2nonc2N)nc2ccccc21	0	-3	-1.3	-2	-2	15	9	5	-15
CC1=C(C(=O)N2CCOCC2)C(c2ccc(OC(F)F)cc2)NC(=S)N1c1ccccc1 (centres undefined)	-10	-2	-0.1	-1	-4	8	3	-12	-7
O=C(NCCCCNC(=O)c1ccc(Cl)s1)c1ccc(Cl)s1	0	4	-1.0	-3	3	0	-4	-16	11
CC(Oc1ccc(Cl)cc1)/C(N)=N/O (centres undefined)	-7	-2	2.2	-2	-12	6	3	-16	7
CC(CNS(=O)(=O)c1ccccc1)(c1ccccc1)N1CCCCC1 (centres undefined)	-5	/	0.1	-1	-7	4	-4	7	-21
Nc1nc(CSc2ccccc2)nc(N2CCCCC2)n1	-3	1	3.6	-1	9	0	-1	9	15
O=C(O)Cc1sc(Nc2ccccc2)nc1-c1ccc(Cl)cc1	1	-2	1.4	5	-22	12	4	19	3
Cc1cc(OCC(=O)NC2CCN(C)CC2)ccc1[N+](=O)[O-]	-8	2	-1.5	2	-8	4	0	13	13
Nn1c(=O)c2ccccc2n2c(SCc3ccc(C(F)(F)F)cc3)nnc12	5	1	-3.6	-10	-11	3	-4	-17	-2
O=C(CSc1nnc(Cn2nnc3ccccc32)o1)Nc1ccc(Cl)cc1	-11	1	1.7	-1	-14	3	-1	-25	3
CC(Sc1nc(N)c2c3c(sc2n1)CSC(C)(C)C3)C(=O)Nc1ccccc1 (centres undefined)	-2	22*	2.9	-2	-16	5	-2	-12	-16

Next part; the last 3 above are carried over.
SMILES	RBBP9 inh	NPY Y1 blocker	S1P4 ag	Runt-CBFb FRET	S1P4 antagonist	BaF3 tox	Ba/F3 V617F tox	NPY-Y1 PAM-ag	NPY2 pot ag
Nn1c(=O)c2ccccc2n2c(SCc3ccc(C(F)(F)F)cc3)nnc12	5	1	-3.6	-10	-11	3	-4	-17	-2
O=C(CSc1nnc(Cn2nnc3ccccc32)o1)Nc1ccc(Cl)cc1	-11	1	1.7	-1	-14	3	-1	-25	3
CC(Sc1nc(N)c2c3c(sc2n1)CSC(C)(C)C3)C(=O)Nc1ccccc1 (centres undefined)	-2	22*	2.9	-2	-16	5	-2	-12	-16
COc1cccc2c1OCC/C2=N\NC(=O)COc1ccc(C)cc1	-8	3	0.4	-2	1	2	-3	-37	3
O=C(CCCn1ncn2c(cc3occc32)c1=O)N1CCc2ccccc2C1	-7	-2	-0.4	-1	-25	5	0	10	-10
CCOC(=O)c1ccc(-n2c(C)ccc2C)cc1	-1	-2	-1.9	1	-14	10	-1	-4	-5
OCCC1CN(Cc2ccc3nsnc3c2)CCN1C1CCCC1 (centres undefined)	-6	3	0.0	0	2	1	2	-15	-17
O=C(CSc1nc2cccnc2n1Cc1ccccc1)N1CCCC1	-14	1	2.0	-1	-12	1	4	-11	0
CC1(C)CC(=O)C2=C(C1)OC(N)=C(C#N)C2c1cn(-c2ccccc2)nc1-c1ccc(F)cc1 (centres undefined)	1	-1	5.7	2	7	5	2	68*	65*
N/C(=N\OC(=O)Cc1ccccc1)c1ccccn1	4	5	-0.2	-2	-14	12	0	17	-1
CCC(NC(=O)Nn1cnnc1)(C(F)(F)F)C(F)(F)F	5	1	-0.3	0	-18	1	-6	6	3
O=C(NC(=S)NC1CCSC1=O)c1ccccc1F (centres undefined)	-6	1	5.9	0	-1	4	3	-9	4
O=C(COc1ccccc1)N1CCN(C(=O)c2cccc(F)c2)CC1	-2	7	1.2	1	0	2	0	18	6
O=C(Nc1ccc([N+](=O)[O-])cn1)C1CC2CCC1C2 (centres undefined)	7	-4	0.7	-2	-4	7	0	-26	13
COC(=O)c1ccc(Cl)c(NC(=O)Cc2ccccc2[N+](=O)[O-])c1	2	-2	-0.2	-2	-1	8	4	-9	1
O=C(NC(=S)Nc1ccccc1)c1cc([N+](=O)[O-])ccc1N1CCOCC1	1	-3	1.4	3	4	1	0	5	-5
O=C(COC(=O)c1ccc[nH]c1=O)NCCc1ccc(F)cc1	2	3	-0.9	1	7	3	-3	3	10
CN(Cc1c(F)cccc1Cl)c1nnnn1-c1ccccc1	3	-2	1.4	-1	-20	1	2	3	5
CCn1c(=O)c2c(nc(SCC(=O)NCC3CCCO3)n2C)n(C)c1=O (centres undefined)	-6	-3	-1.8	-2	-8	1	-3	-27	1
CCCCN1C(=O)C2C(c3ccc(OC)cc3O)NC(CC(C)C)(C(=O)O)C2C1=O (centres undefined)	-9	10	0.9	2	-10	2	-2	-1	-5
O=C(O)CCCn1cc(NC(=O)COc2cc(F)ccc2[N+](=O)[O-])cn1	-5	-1	1.1	2	-11	1	-2	6	5
CC1(C)Cc2ccccc2-c2nnc(-c3ccccc3)n21	-1	-2	-1.0	1	-3	3	-3	-9	6
Cn1c(SCC(=O)N2CCCC2=O)nc2ccccc21	-2	11	3.5	1	-9	4	0	4	9
NS(=O)(=O)c1ccc(NC(=O)CN2CCCC2)cc1	-8	0	-1.4	1	-6	4	0	-3	0
C=CCc1cc(Cl)ccc1OCCCNC(C)CC (centres undefined)	2	0	-0.6	-2	-5	4	-3	5	-3
COc1cccc(C(=O)N(CN2CCCC2=O)c2cccc(Cl)c2)c1OC	-1	2	2.3	0	-10	2	-2	7	13
O=[N+]([O-])c1ccc(O)c(-c2nn[nH]n2)c1	8	16	0.6	1	-4	7	5	-11	-24
Clc1cccc(Nc2ncnc3ccc(Br)cc23)c1	-16	9	2.2	-2	-6	6	4	-14	-19
C/C(=N\O)C1/C(=N/O)CC2C1C2(C)C (centres undefined)	-10	-5	-1.7	2	13	3	-2	2	-3
CC(=O)c1c(C)[nH]c(C(=O)COC(=O)c2cccc(S(=O)(=O)N(C)c3ccccc3)c2)c1C	-4	2	-0.2	-2	-30	4	1	-14	10
Cc1cc(Cl)ccc1OCCCC(=O)N1CCCCC1	-10	6	1.9	-2	5	6	-3	9	2
CCOC(=O)c1oc2c(CN3CCN(C)CC3)c(O)ccc2c(=O)c1-c1ccc(Br)cc1	-6	2	4.2	0	-19	7	1	-5	-5
CCc1ccccc1N1CC(C(=O)O)CC1=O (centres undefined)	-6	-1	-1.1	3	-17	2	-3	12	6
O=C(COc1ccccc1)NCc1ccc(-n2cccc2)cc1	-9	12	-0.6	0	-8	4	0	-7	-13
Cc1nn(C)c2nc(-c3cccs3)cc(C(F)(F)F)c12	-11	2	0.1	-3	-6	2	-5	10	-8
COc1cccc(C(=O)C2CCCN(Cc3cccc(-n4cccn4)c3)C2)c1 (centres undefined)	-2	/	-0.3	0	-24	-1	-4	7	-20
COc1ccccc1NC(=O)Cn1c(=O)n2nc(C)nc2c2ccccc21	-8	0	0.6	4	-3	5	-2	4	-6
Cc1c(Cl)cccc1NC(=S)N1CCN(Cc2ccc3c(c2)OCO3)CC1	-11	15	1.1	3	-5	4	-1	53*	33*
CCCCC(=O)N(c1ccc(C(=O)O)cc1)c1nc(-c2ccc(Cl)cc2)c(CC)s1	0	-1	-0.6	-8	4	7	-1	0	0

Overlap with the part before: two entries, followed by the next part.
SMILES	RBBP9 inh	NPY Y1 blocker	S1P4 ag	Runt-CBFb FRET	S1P4 antagonist	BaF3 tox	Ba/F3 V617F tox	NPY-Y1 PAM-ag	NPY2 pot ag
Cc1c(Cl)cccc1NC(=S)N1CCN(Cc2ccc3c(c2)OCO3)CC1	-11	15	1.1	3	-5	4	-1	53*	33*
CCCCC(=O)N(c1ccc(C(=O)O)cc1)c1nc(-c2ccc(Cl)cc2)c(CC)s1	0	-1	-0.6	-8	4	7	-1	0	0
COc1ccc(C2(CCN)CC(C)N(C)CC2C)cc1 (centres undefined)	-3	3	2.3	-2	-28	3	1	-14	2
CCOCCCn1c(SCC(=O)Nc2ccc(C(N)=O)cc2)nc2ccccc2c1=O	-9	-2	0.8	-2	-24	-1	-1	-2	2
Cc1ccc2nc(-c3ccccc3)c(CN3CCSCC3)n2c1	-3	9	2.6	-1	19	7	-1	-10	-8
COC(=O)c1ccccc1NC(=O)Cn1cnc2cc(C)c(C)cc21	1	2	0.0	-2	-21	4	2	-7	6
O=C(NCCCN1CCN(Cc2ccccc2)CC1)C1CCN(S(=O)(=O)N2CCCC2)CC1	-10	4	-0.2	2	-19	4	0	-29	17
CSc1nc2ccccc2n1Cc1cccc(F)c1	-12	15	-1.7	1	-50	5	5	-14	-24
COC(=O)Nc1ccc(S(=O)(=O)N2CCN(c3ccc(F)cc3)CC2)cc1	-3	-9	0.2	1	-18	5	0	-11	5
CCOC(=O)N1CCN(C(=O)CCCOc2ccccc2)CC1	-9	1	-1.0	2	-5	6	2	-9	-1
COc1ccc(/C(C)=N/NC(=O)c2cc(-c3cccnc3)nc3ccccc23)cc1	-2	-1	5.0	0	-9	3	-4	-7	8
O=C(NCCCO)c1nc2ccccc2s1	-12	-6	1.6	0	0	0	-1	0	-2
O=C1C2C3c4ccccc4C(c4ccccc43)C2C(=O)N1Cc1cccnc1 (centres undefined)	-9	6	5.1	2	-2	1	-4	25	13
CCC(C)c1ccc(NC(=S)NCCn2cc(Cl)cn2)cc1 (centres undefined)	4	1	1.9	-2	-10	6	3	6	-18
CC1=CCC2C(=O)N(c3ccc(C)cc3)C(=O)C2C1 (centres undefined)	-11	1	-1.0	1	-11	4	3	-33	-29
CSc1nc2ccsc2c(=O)n1-c1ccccc1	0	2	1.0	2	-22	3	-4	11	-7
O=C(c1ccco1)N1CCN(c2ncnc3c2oc2ccccc23)CC1	-6	11	-2.5	0	4	4	5	-24	-20
O=C(c1cc(-c2ccccc2)nc2ccccc12)N1CCOCC1	-6	2	0.8	0	1	1	-2	25	-1
S=C(NCc1cccs1)Nc1ccc(Br)cc1Cl	-6	-1	0.4	1	2	5	5	-1	-1
Cc1nc([N+](=O)[O-])c(SCC(O)CCl)n1Cc1ccc(Cl)cc1 (centres undefined)	0	3	0.8	-1	3	8	0	16	5
CS(=O)(=O)N1CCC(C(=O)N2CCc3ccccc3C2)CC1	-3	1	1.8	-1	-15	6	3	10	-1
COc1ccc(-n2c(COc3ccccc3)nnc2SCC(N)=O)cc1	-3	5	-2.7	2	20	6	6	18	-24
Cc1ccc(Oc2nc3ccccn3c(=O)c2/C=C(\C#N)C(=O)Nc2c(C)n(C)n(-c3ccccc3)c2=O)cc1	0	7	1.6	-4	-8	7	4	3	7
Cc1cc(C)c[n+](-c2[nH]c(=O)sc2/C=N/NC([S-])=Nc2ccccc2)c1	0	8	0.8	9	2	8	-1	-10	-11
Cc1ccccc1N1CCN(Cc2cccc(C(=O)O)c2)CC1	-3	-4	2.5	-1	-28	2	-2	20	9

Screening results as filed in PubChem.
